# 12-LOX inh: ALOX12 (human) lipoxygenase inhibition; purified 12hLO, xylenol orange hydroperoxide absorbance; Potency, µM (titrated, usually from 108 µM), without a hit: at the top dose activity change, negative = inhibition, actives largely listed as inhibitors; AID 1671190; P18054; 580,000 tested, 1.1% active; also: potency is read from the fitted curve at half-maximal effect; % is scaled to controls: 0 for no effect and ±100 for the full control effect
#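 Purified human 12hLO (150 nM final) in 25 mM Hepes, 0.01% Triton X-100, pH 7.0 was preincubated 15 min at room temperature with compound. Then 40 uM arachidonic acid was added, 30 min. Hydroperoxide was read by Fe-XO absorbance ratio 573/405 nm.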
# LDHA block: blocks human lactate dehydrogenase A | AID 1347041 | 480,000 tested, 0.15% active | activity change, % (values are at about 110 or 230 µM) | P00338 | purified LDHA, NADH/diaphorase-resazurin fluorescence; active compounds read low; in the data active = activity change below about -30%; inconclusive = mostly about -25% to -30%;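 also: plate controls were DMSO wells for no effect and wells without enzyme for full effect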
#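 Human LDH5 (2 nM) was incubated with 0.06 mM NADH and 0.2 mM pyruvate for 5 min at room temperature in Tris pH 7.4. Remaining NADH was coupled through diaphorase/resazurin, and resorufin fluorescence was read at 0 and 20 min.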
# RGS4 inh: human RGS4 inhibition; P49798; Potency, µM (highest dose often 114 µM), for the others: at the highest dose activity change, negative = inhibition, most hits filed as inhibitors; 390,000 tested, 0.039% active; AID 504845; Transcreener GDP fluorescence polarization, RGS4-accelerated GTP hydrolysis; also: potency is read from the fitted curve at half-maximal effect; % is scaled to controls: 0 for no effect and ±100 for the full control effect; nearly all actives have a fitted effect of over 75% in size; some results filed as inactive show a strong effect at the top dose
# Target sequence (P49798 whole entry, looked up): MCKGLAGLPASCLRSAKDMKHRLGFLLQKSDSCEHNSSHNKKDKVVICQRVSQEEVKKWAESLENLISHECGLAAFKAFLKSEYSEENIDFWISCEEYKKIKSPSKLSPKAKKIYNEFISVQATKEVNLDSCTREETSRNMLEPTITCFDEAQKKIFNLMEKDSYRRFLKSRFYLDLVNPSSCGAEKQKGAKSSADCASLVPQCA
#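 MLSMR compounds (23 nl, pin-transferred) preincubated 10 min at room temperature with a 500nM (2x) first reagent, then RGS4 at 900nM (2x) plus Transcreener GDP mix added; fluorescence polarization (620/688 nm) read before and after 90 min at 30 °C.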
# Vif-APOBEC3G blk: Vif-A3G binding inhibition. Q9HC16. 410,000 tested, 0.076% active. AID 602310. Potency, µM (highest dose often 46.1 µM), inactives show at the top dose activity, negative = active, usual class: inhibitors. HeLa A3G-eYFP + Vif (tagged APOBEC3G with the HIV-1 protein that degrades it), YFP fluorescence, overnight;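 also: potency is read from the fitted curve at half-maximal effect; % is scaled to controls: 0 for no effect and ±100 for the full control effect; nearly all actives have a fitted effect of over 60% in size; hits raise eYFP signal because A3G escapes Vif-driven loss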
# Target sequence (Q9HC16 whole entry, looked up): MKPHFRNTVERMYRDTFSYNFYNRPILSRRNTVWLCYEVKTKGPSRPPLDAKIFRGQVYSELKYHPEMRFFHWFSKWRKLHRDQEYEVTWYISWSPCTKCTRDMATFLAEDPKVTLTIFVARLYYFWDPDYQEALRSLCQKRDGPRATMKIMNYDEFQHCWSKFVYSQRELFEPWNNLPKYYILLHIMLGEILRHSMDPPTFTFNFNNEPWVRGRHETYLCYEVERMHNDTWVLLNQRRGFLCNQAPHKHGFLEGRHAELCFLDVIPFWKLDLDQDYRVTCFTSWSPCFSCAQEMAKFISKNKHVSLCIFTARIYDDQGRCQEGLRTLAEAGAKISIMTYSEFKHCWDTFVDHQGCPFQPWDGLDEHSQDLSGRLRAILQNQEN
#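 Read-out is eYFP fluorescence (Ex 488/Em 500-530) from Vif-expressing HeLa A3G-eYFP cells; more signal means A3G escaped Vif-mediated degradation. Cells plated overnight, compound pinned in, incubated overnight at 37 deg C.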
# ERG-DNA inh: ERG Ets/DNA interaction inhibition; P11308; fluorescence polarization, His-ERG Ets domain / labelled DNA; Potency, µM (top dose mostly 76.9 µM), for inactives: at the highest dose FP activity, negative = inhibition, most hits filed as inhibitors; 370,000 tested, 0.028% active; AID 624246; active = well fitted inhibition curve with a large enough effect in the polarisation, with a control signal flat; inconclusive = small, poorly fitted or top-dose-only effect, or effect the other way, or a change in a side signal; inactive = no such curve, though single readings can be large or run the other way; the % refers to the polarisation;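 also: polarization taken with two DNA probes labelled with fluorescein and Texas red; potency is read from the fitted curve at half-maximal effect; % of control where 0% means no effect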
# Target sequence (P11308 whole entry, looked up, the tested form may be a part): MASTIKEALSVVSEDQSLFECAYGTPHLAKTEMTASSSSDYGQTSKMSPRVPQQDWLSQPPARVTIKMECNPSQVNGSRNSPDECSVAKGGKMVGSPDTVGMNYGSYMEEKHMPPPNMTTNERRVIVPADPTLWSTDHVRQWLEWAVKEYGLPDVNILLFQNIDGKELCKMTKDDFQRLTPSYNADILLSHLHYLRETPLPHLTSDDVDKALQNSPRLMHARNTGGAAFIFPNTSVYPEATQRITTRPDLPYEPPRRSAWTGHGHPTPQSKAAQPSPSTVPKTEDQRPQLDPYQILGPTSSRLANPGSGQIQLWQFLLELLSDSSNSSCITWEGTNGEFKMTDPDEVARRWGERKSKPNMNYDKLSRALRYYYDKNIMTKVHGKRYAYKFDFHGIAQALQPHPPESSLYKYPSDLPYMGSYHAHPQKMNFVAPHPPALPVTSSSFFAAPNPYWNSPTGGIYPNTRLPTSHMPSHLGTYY
#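 His-tagged ERG Ets domain (1 uM in the protein solution; 300mM KCl, 50mM Tris-HCl, 1mM EDTA, 1mM DTT, pH 7.5) received compound, then a probe mix of 5 nM fluorescein-DNA and 100nM Texas-615-DNA. Fluorescence polarization was read for both dyes.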
# Glioma ERSR ind: ER stress response induction in glioma | U87-MG GRP78 promoter luciferase reporter, 16 h | Potency, µM, inactives show at the highest dose activation, actives largely listed as activators | 420,000 tested, 0.02% active; also: potency is read from the fitted curve at half-maximal effect; series mostly up to about 76 µM; % of control where 0% means no effect; nearly all actives have a fitted effect of over 35% in size
#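 Stably transfected U87-MG human glioma cells carrying a GRP78-based luminescent sensor were seeded at 1000 cells/well, pin-dosed with compounds and incubated 16 h. Luciferase reagent was then added, and end-point luminescence was read after 10 min at room temperature.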
# D2 agonist: activates the human D2 dopamine receptor; P14416; HEK293 T-REx D2 cells, calcium flux agonist mode; activation, % at 2 µM; 340,000 tested, 0.53% active;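 active = activation over 3 SD above normal in the single-dose calcium agonist read, cut at about 30% in these data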; also: 0% is about no effect
#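 Tetracycline-induced HEK293 T-REx cells with force-coupled D2 receptor, plated overnight at 30 C, loaded with no-wash calcium dye. After a 10 s baseline, compound was pin-added and calcium flux read kinetically for 180 s; calcium rises flagged agonists.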
# D2 antag: D2 dopamine receptor (human) antagonism | inhibition, % at 10 µM | 340,000 tested, 2% active | AID 485344 | HEK293 TREx D2 cells, calcium flux, dopamine EC80; in the data active = inhibition above about 30%; also: 0% is about no effect
#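 Compounds are added to dye-loaded, induced HEK293 T-REx cells coupled to calcium release via D2; after a 3 min kinetic read an EC80 dopamine stimulus is given and fluorescence is recorded for 3 more min.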
# Vif-A3F inh: inhibitors of Vif-A3F interaction; AID 602313; Potency, µM (highest dose often 46.1 µM), without a hit: top-dose activity, negative = active; 390,000 tested, 0.2% active; HeLa A3F-eYFP + Vif (tagged APOBEC3F with the HIV-1 protein that degrades it), YFP fluorescence increase; also: potency is read from the fitted curve at half-maximal effect; % of control where 0% means no effect; nearly all actives have a fitted effect of over 65% in size
#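 Fluorescence increase (Ex 488/Em 500-530) after overnight compound treatment at 37 deg C flags inhibition of Vif-driven A3F-eYFP loss in stable HeLa A3F-eYFP/Vif cells seeded overnight beforehand.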
# * marks the source's active call; other numbers are inactive results; i = inactive; ? = inconclusive; . = no result given; [ ] = dose if it differs, or a comment. Unless noted, calls follow the shape of the dose curve; as a rule, active = well fitted curve in the direction sought with a large enough effect; inconclusive = small, poorly fitted or top-dose-only effect, or another doubt; inactive = no such curve, though single readings can be large; an effect the other way counts as inactive or inconclusive. Only part of the results is shown (hit frequency here may not be typical).
# Values run as follows: 12-LOX inh	Glioma ERSR ind	Vif-APOBEC3G blk	D2 antag	LDHA block	RGS4 inh	D2 agonist	Vif-A3F inh	ERG-DNA inh
O=C(c1cccs1)N1CCN=C1SCc1cccnc1
  -13%	-4%	0%	-4	-1	-1%	0.1	0%	-1%
CCCCn1c(=O)n(CC(=O)NCc2ccc(C)cc2)c(=O)c2c1nc(CO)n2CCC
  i	-4%	-9%	-16	-6	-26%	0.0	-11%	-6%
COc1ccc(S(=O)(=O)N2CCN(C)CC2c2ccccc2)cc1OC (stereo not drawn)
  -2%	-5%	0%	-14	-1	-9%	-0.2	14%	-2%
CNc1ncnc2c1ncn2[C@H]1CN(Cc2cccnc2)C[C@@H](CO)O1
  -17%	-2%	1%	.	-10	.	.	.	.
CC(C)(C)NC(=O)C(c1ccncc1)N(C(=O)Cn1nnc(-c2ccc(F)cc2)n1)c1ccccc1 (stereo not drawn)
  -5%	0%	-2%	-13	-4	?	-0.2	-11%	-6%
CCN(CC)CCCOC(=O)C1(c2ccccc2)CCCC1
  0%	-4%	2%	1	-3	22%	-0.2	3%	2%
COc1ccccc1CNC(=O)CN1C(=O)NC2(CCC(C)CC2)C1=O (stereo not drawn)
  -7%	-4%	1%	.	-1	-2%	.	-11%	-2%
COc1cccc(NC(=O)NCCCN2CCN(c3ccc(F)cc3)CC2)c1
  -6%	-5%	1%	12	-3	-25%	1.7	-16%	-4%
CCCCCC(=O)NC(=S)Nc1ccc2oc(=O)ccc2c1
  -29%	-1%	-5%	-4	-8	-31%	-0.1	2%	0%
Cc1cc(C)c(-c2cc(C(F)(F)F)no2)c(=O)[nH]1
  17%	-2%	-7%	32*	-2	12%	2.3	5%	11%
O=S(=O)(c1ccccc1)N(CC1CO1)c1cccc2ccccc12 (stereo not drawn)
  -15%	-4%	2%	.	-5	8%	.	-13%	7%
COc1ccccc1N(C)S(=O)(=O)c1ccc(C(=O)N2CCC(C(N)=O)CC2)cc1
  -3%	-4%	0%	-21	1	-11%	-0.8	-8%	4%
S=C(Nc1ccccc1Cl)N1CCCCCC1
  -7%	3%	0%	19	1	-5%	-0.6	0%	0%
O=C(NNC1=Nc2ccccc2SC1)c1cccc([N+](=O)[O-])c1
  238%[activator]	-2%	0%	71*	-7	-9%	0.1	4%	13%
CCOC(=O)c1c(C)[nH]c(CCC(=O)NCCCN2CCN(c3ccccc3F)CC2)c1C
  -19%	1%	2%	.	-9	24%	.	0%	1%

# Values run as follows: 12-LOX inh	Glioma ERSR ind	Vif-APOBEC3G blk	D2 antag	LDHA block	RGS4 inh	D2 agonist	Vif-A3F inh	ERG-DNA inh
CCCCOC(=O)Cn1c(-c2ccccc2)nc2ccccc2c1=O
  -3%	1%	-3%	10	-2	13%	0.6	5%	3%
O=C(N/N=C1/CC(c2ccccc2)Oc2ccccc21)C1CC1 (stereo not drawn)
  12%	3%	0%	-3	1	?	1.1	0%	.
Cc1csc(=O)n1CC(=O)OCC(=O)Nc1cc(S(=O)(=O)N2CCOCC2)ccc1Cl
  10%	-4%	-2%	4	-5	-3%	0.9	0%	-5%
OCCN1CCN(c2cc(C(F)(F)F)nc3ccccc23)CC1
  0%	-1%	-4%	-4	-6	2%	-0.2	-1%	-20%
COc1ccc(CC(=O)N2CC3(C)CC2CC(C)(C)C3)cc1OC (stereo not drawn)
  -8%	0%	-6%	-24	0	6%	-0.6	3%	-5%
CC(NC(=S)NNS(=O)(=O)c1ccc(C(C)(C)C)cc1)c1ccccc1 (stereo not drawn)
  ?	0%	1%	10	1	-20%	0.1	-24%	-1%
COc1cc(C(=O)OC(C)C(=O)N2CCCC2)cc2c1OCCO2 (stereo not drawn)
  327%[activator]	-3%	0%	67*	-4	-1%	-0.5	1%	0%
COC(=O)CSc1nnc(-c2cccs2)n1-c1ccc(Cl)cc1
  -18%	-8%	2%	-8	-9	-1%[56.9 µM]	0.6	0%	-6%
CCN(CC)CCCNC(=S)N1CCN(c2nc(-c3ccccc3)cs2)CC1
  -5%	-2%	8%	33*	-1	-30%	0.0	4%	18%
CCOc1ccccc1NC(=O)c1cccc(NC(=O)C2CCCC2)c1
  -2%	-5%	-3%	0	-3	-8%	0.7	1%	7%
CCOC(=O)C1CCCCN1Cc1cccc(Oc2ccccc2)c1 (stereo not drawn)
  14µM*	-1%	-2%	-7	0	15%	-0.3	6%	3%
O=C(NCc1ccccc1)NC1(C(=O)N2CCN(c3ncccn3)CC2)CCCCC1
  34%[activator][57.4 µM]	-4%	2%	6	1	0%[11.4 µM]	0.3	-10%	1%
CCOCCCNC(=S)N(CCCN(C)C)Cc1cc2cc3c(cc2[nH]c1=O)OCCO3
  0%	-4%	-7%	1	-3	-12%	1.2	7%	-12%
O=C(Cc1ccccc1)NN=C1CCCC1
  16%	2%	3%	.	-7	13%	.	8%	-4%
Cc1c(CCC(=O)N2CCC(C(=O)NCCCCCC(=O)O)CC2)c(=O)oc2cc3oc4c(c3cc12)CCCC4
  -14%	-10%	0%	3	1	-9%	0.6	-6%	-6%

# Values run as follows: 12-LOX inh	Glioma ERSR ind	Vif-APOBEC3G blk	D2 antag	LDHA block	RGS4 inh	D2 agonist	Vif-A3F inh	ERG-DNA inh
O=C1CC(c2ccccc2)CC(=O)C1=CN1CCCC1 (stereo not drawn)
  -21%	3%	-3%	-14	0	12%	1.1	7%	16%
COC(=O)c1ccccc1NC(=O)c1c(C)oc2ncn(C)c(=O)c12
  -15%	1%	2%	.	-10	3%	-0.1	-5%	-2%
c1ccc(Cc2noc(CN3CCC(CN4CCOCC4)CC3)n2)cc1
  69%[activator]	-6%	-4%	-18	-3	13%	0.6	-18%	13%
Cc1ccc(-n2ncc3c(N4CCN(c5ccc(F)cc5)CC4)ncnc32)c(C)c1
  -10%	-1%	0%	4	-2	12%	-0.7	-7%	6%
COC(=O)c1ccc2c(=O)n(CCCCCC(=O)N3CCN(c4ccccc4)CC3)c(=O)[nH]c2c1
  0%	-12%	0%	-9	-4	?	1.2	4%	-12%
CC(C)(C)NC(=O)C1Cc2ccccc2CN1 (stereo not drawn)
  -9%	-3%	0%	2	3	0%	1.1	18%	3%
COc1ccccc1C(=O)Nc1c2c(nn1-c1cccc(C)c1C)CS(=O)C2 (stereo not drawn)
  0%	-4%	-1%	6	-11	-10%	1.5	4%	-1%
CCc1cnc2c(c1SCC(=O)c1ccc(Cl)cc1)c(=O)n(C)c(=O)n2C
  -12%	-2%	-1%	.	-1	-5%	0.4	-2%	3%
C#CC1(NC(=O)NC(=O)c2c(F)cccc2F)CCCCC1
  0%	-1%	3%	-4	-1	11%	-0.9	-4%	6%
CCOc1cc(/C=C2\SC(N3CCCC(C)C3)=NC2=O)ccc1O (stereo not drawn)
  0%	7%	-23%	-20	7	-5%	0.3	?	26%
CCC(=O)Nc1cccc(-c2ccc(N3CCC(C)CC3)nn2)c1
  0%	-8%	1%	.	-2	-12%	.	0%	13%
Brc1cccc(OCCOCCn2ccnc2)c1
  ?	0%	2%	-4	-19	-33%	-0.2	8%	9%
COc1ccc(OC)c(S(=O)(=O)Nc2ccc3c(c2)OCCO3)c1
  1%	-8%	0%	.	-8	.	.	4%	.
COc1ccccc1CCC(=O)OCC(=O)Nc1ccc(C(N)=O)cc1
  0%	-5%	-2%	-14	-3	6%	-1.1	4%	10%
CC1CCCN(C(=O)CCc2nnc(-c3ccc4c(c3)OCO4)o2)C1 (stereo not drawn)
  3%	10%	-3%	-2	3	17%	-0.7	4%	5%

# Values run as follows: 12-LOX inh	Glioma ERSR ind	Vif-APOBEC3G blk	D2 antag	LDHA block	RGS4 inh	D2 agonist	Vif-A3F inh	ERG-DNA inh
CCCCOC(=O)c1ccc(NC(=O)c2cnc3n(c2=O)CCS3)cc1
  44%[activator]	-9%	1%	4	-2	-21%	-0.3	0%	0%
CC(C)(C)C(=O)Nc1ccc(N=Nc2ccccc2)cc1
  -10%	-9%	-6%	0	-2	4%	0.2	-2%	18%
O=C(CSc1nc(-c2ccc(F)cc2)cc(C(F)(F)F)n1)NCc1ccco1
  -3%	-3%	0%	5	0	-23%[11.4 µM]	0.5	-4%	-2%
Cc1cc(C)nc(/N=C2\NC(=O)CC(C(=O)O)N2CCc2c[nH]c3ccccc23)n1 (stereo not drawn)
  3%	-3%	-3%	-7	4	-17%	0.7	-7%	-3%
O=C(NCCCN1CCOCC1)c1c(O)c2ccccc2[nH]c1=O
  ?	-3%	2%	0	4	3%[56.9 µM]	0.9	-3%	-5%
COCCOC(=O)C1=C(C)NC(=S)NC1c1ccc(OCC(=O)N2CC(C)OC(C)C2)c(OC)c1 (stereo not drawn)
  6%	7%	0%	.	0	-19%	.	9%	13%
COc1ccc(-c2nc(SCc3ccccc3)n(C(=O)c3ccco3)n2)cc1
  -25%	2%	0%	-5	5	-12%	-0.2	3%	-4%
COc1cccc(NC(=S)N2CCCC2)c1
  -17%	0%	-1%	16	-8	2%	1.5	12%	-11%
CNC(=O)N(O)C1N(/N=C/c2ccccc2OC)C(=S)SC1(C)C (stereo not drawn)
  0%	-1%	0%	15	-1	-6%	-0.6	-6%	5%
COCc1nc2ccccc2n1CCOc1ccccc1OC
  -23%	-4%	-5%	8	-10	7%	-1.0	1%	-19%
O=C(NC(=S)NC1CCS(=O)(=O)C1)c1ccccc1Br (stereo not drawn)
  -27%	-2%	-7%	11	-5	-40%	0.5	-19%	11%
